Assay outcomes deposited in PubChem BioAssay by National Center for Advancing Translational Sciences (NCATS).
RGS4 inhibitor = Inhibitors of Regulator of G Protein Signaling (RGS) 4: qHTS; Transcreener GDP fluorescence polarization, RGS4-accelerated GTP hydrolysis; Regulator of G-protein signaling 4 (Homo sapiens), P49798; Potency, µM (doses to about 114 µM), for the others: top-dose activity change, negative = inhibition, most hits filed as inhibitors; 0.039% of 390,000 active; also: potency is read from the fitted curve at half-maximal effect; % is scaled to controls: 0 for no effect and ±100 for the full control effect; nearly all actives have a fitted effect of over 75% in size; some results filed as inactive show a strong effect at the top dose
Target sequence (P49798 whole entry, looked up): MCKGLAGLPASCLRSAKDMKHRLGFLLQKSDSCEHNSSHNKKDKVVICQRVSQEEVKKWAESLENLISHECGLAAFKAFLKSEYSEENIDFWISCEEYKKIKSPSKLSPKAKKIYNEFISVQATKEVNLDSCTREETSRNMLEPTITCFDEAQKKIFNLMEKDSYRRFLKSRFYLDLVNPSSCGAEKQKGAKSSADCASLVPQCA
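MLSMR compounds (23 nl, pin-transferred) preincubated 10 min at room temperature with a 500nM (2x) first reagent, then RGS4 at 900nM (2x) plus Transcreener GDP mix added; fluorescence polarization (620/688 nm) read before and after 90 min at 30 °C.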
TrxR1 substrate = qHTS Assay for Substrates of Mammalian Selenoprotein Thioredoxin Reductase 1 (TrxR1): qHTS | Thioredoxin reductase 1, cytoplasmic (Rattus norvegicus), O89049 | purified TrxR1 substrate turnover, NADPH consumption readout | Potency, µM (highest dose often 114 µM), without a hit: at the top dose activity change, negative = substrate turnover | 0.01% of 390,000 active | AID 588456, 2011; also: potency is read from the fitted curve at half-maximal effect; % is scaled to controls: 0 for no effect and ±100 for the full control effect; nearly all actives have a fitted effect of over 50% in size
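Rat TrxR1, dispensed at 90 nM, was prereduced with 400 uM NADPH (final) for 5 min at ~22 deg C, then incubated with compound 15 min before 400 uM selenite. A first-read NADPH fluorescence drop versus no-compound background flagged substrates.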
Vif-APOBEC3G blk = qHTS for Inhibitors of Vif-A3G Interactions: qHTS. HeLa A3G-eYFP + Vif (tagged APOBEC3G with the HIV-1 protein that degrades it), YFP fluorescence, overnight. DNA dC->dU-editing enzyme APOBEC-3G (Homo sapiens), Q9HC16. 0.076% of 410,000 active. Potency, µM (doses to about 46.1 µM), inactives show at the top dose activity, negative = active, usual class: inhibitors. AID 602310, 2012;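 also: potency is read from the fitted curve at half-maximal effect; % is scaled to controls: 0 for no effect and ±100 for the full control effect; nearly all actives have a fitted effect of over 60% in size; hits raise eYFP signal because A3G escapes Vif-driven loss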
Target sequence (Q9HC16 whole entry, looked up): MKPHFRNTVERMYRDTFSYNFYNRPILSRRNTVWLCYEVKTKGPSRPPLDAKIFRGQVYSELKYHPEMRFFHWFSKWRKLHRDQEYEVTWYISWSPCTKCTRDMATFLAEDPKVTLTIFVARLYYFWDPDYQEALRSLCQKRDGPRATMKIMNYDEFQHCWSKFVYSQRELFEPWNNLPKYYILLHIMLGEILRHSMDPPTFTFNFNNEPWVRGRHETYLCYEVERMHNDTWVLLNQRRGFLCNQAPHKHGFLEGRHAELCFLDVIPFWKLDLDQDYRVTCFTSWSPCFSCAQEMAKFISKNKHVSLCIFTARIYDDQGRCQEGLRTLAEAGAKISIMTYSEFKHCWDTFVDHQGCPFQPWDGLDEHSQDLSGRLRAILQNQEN
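Read-out is eYFP fluorescence (Ex 488/Em 500-530) from Vif-expressing HeLa A3G-eYFP cells; more signal means A3G escaped Vif-mediated degradation. Cells plated overnight, compound pinned in, incubated overnight at 37 deg C.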
Vif-APOBEC3F blk = qHTS for Inhibitors of Vif-A3F Interactions: qHTS | HeLa A3F-eYFP + Vif (tagged APOBEC3F with the HIV-1 protein that degrades it), YFP fluorescence increase | Potency, µM (doses to about 46.1 µM), inactives show top-dose activity, negative = active | 0.2% of 390,000 active; also: potency is read from the fitted curve at half-maximal effect; % of control where 0% means no effect; nearly all actives have a fitted effect of over 65% in size
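Fluorescence increase (Ex 488/Em 500-530) after overnight compound treatment at 37 deg C flags inhibition of Vif-driven A3F-eYFP loss in stable HeLa A3F-eYFP/Vif cells seeded overnight beforehand.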
LDHA block = qHTS assay for inhibitors of human lactate dehydrogenase | activity change, % (values are at about 110 or 230 µM) | 0.15% of 480,000 active | L-lactate dehydrogenase A chain (Homo sapiens), P00338 | purified LDHA, NADH/diaphorase-resazurin fluorescence; hits give low values; in the data active = activity change below about -30%; inconclusive = mostly about -25% to -30%;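 also: plate controls were DMSO wells for no effect and wells without enzyme for full effect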
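Enzyme activity of human lactate dehydrogenase 5 (2 nM; 0.06 mM NADH, 0.2 mM pyruvate, 5 min, RT) is measured via a resazurin/diaphorase fluorescence readout of residual NADH.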
mIDH1 inhibitor = qHTS for Inhibitors of mutant isocitrate dehydrogenase 1 (IDH1): qHTS | Potency, µM (doses to about 76.6 µM), for the others: top-dose activity change, negative = inhibition, most hits filed as inhibitors | 0.093% of 390,000 active | AID 602179, 2012 | IDH1-R132H enzyme, NADPH consumption, diaphorase/resazurin fluorescence; also: potency is read from the fitted curve at half-maximal effect; % is scaled to controls: 0 for no effect and ±100 for the full control effect; nearly all actives have a fitted effect of over 65% in size
Target sequence (O75874 whole entry R132H, stated change not applied): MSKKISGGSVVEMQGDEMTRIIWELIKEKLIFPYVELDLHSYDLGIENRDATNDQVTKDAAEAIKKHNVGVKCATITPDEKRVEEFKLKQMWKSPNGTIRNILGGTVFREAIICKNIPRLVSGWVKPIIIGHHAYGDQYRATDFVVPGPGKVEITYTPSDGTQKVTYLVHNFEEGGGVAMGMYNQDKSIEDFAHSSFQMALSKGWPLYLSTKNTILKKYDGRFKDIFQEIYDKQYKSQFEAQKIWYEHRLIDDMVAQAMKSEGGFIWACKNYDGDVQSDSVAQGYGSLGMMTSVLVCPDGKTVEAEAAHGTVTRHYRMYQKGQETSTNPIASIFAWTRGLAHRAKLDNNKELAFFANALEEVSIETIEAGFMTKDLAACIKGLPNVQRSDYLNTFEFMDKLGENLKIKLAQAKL
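IDH1-R132H (0.5 ug/mL) preincubated 30 min with compound, then NADPH (0.016 mM) and alpha-KG (2 mM) added; 80 min at RT, pH 7.5. Remaining NADPH coupled via diaphorase/resazurin to fluorescence (540/590 nm); concentration-response curves normalized to no-enzyme control.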
Glioma ERSR ind = qHTS for Inducers of the Endoplasmic Reticulum Stress Response (ERSR) in Human Glioma: qHTS; U87-MG GRP78 promoter luciferase reporter, 16 h; Potency, µM, for inactives: at the top dose activation, actives largely listed as activators; 0.02% of 420,000 active; AID 602332, 2012; also: potency is read from the fitted curve at half-maximal effect; series mostly up to about 76 µM; % of control where 0% means no effect; nearly all actives have a fitted effect of over 35% in size
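ERSR induction read as luciferase luminescence (Bright-Glo, 10 min at room temperature) in stably transfected human U87-MG glioma cells exposed to compounds for 16 h, using GRP78 as sensor.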
USP1-UAF1 inh = Inhibitors of USP1/UAF1: Primary Screen; Ubiquitin carboxyl-terminal hydrolase 1 (Homo sapiens), O94782; recombinant USP1/UAF1, Ub-Rhodamine cleavage fluorescence; Potency, µM (top dose mostly 57.1 µM), for the others: at the highest dose activity change, negative = inhibition, hits mostly inhibitors; 0.23% of 390,000 active; also: potency is read from the fitted curve at half-maximal effect; % is scaled to controls: 0 for no effect and ±100 for the full control effect; nearly all actives have a fitted effect of over 60% in size; inactives centre near -12
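1 nM enzyme complex + cpd, 15 min RT; start with Ub-Rho 150nM final; kinetic fluorescence ex 480/em 540, 6 reads q60 s. Buffer 50mM HEPES pH 7.8, 0.5mM EDTA, 0.1 mg/ml BSA, 1mM TCEP, 0.01% Tween-20.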
TrxR1 inh = qHTS Assay for Inhibitors of Mammalian Selenoprotein Thioredoxin Reductase 1 (TrxR1): qHTS; Thioredoxin reductase 1, cytoplasmic (Rattus norvegicus), O89049; recombinant rTrxR1, NADPH fluorescence consumption, selenite substrate; Potency, µM (highest dose often 114 µM), without a hit: at the top dose activity change, negative = inhibition, actives largely listed as inhibitors; 1% of 390,000 active; AID 588453, 2011; also: potency is read from the fitted curve at half-maximal effect; % is scaled to controls: 0 for no effect and ±100 for the full control effect; nearly all actives have a fitted effect of over 65% in size
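Rat TrxR1 (90 nM in the dispensed reagent) was pre-reduced with 400 uM NADPH for 5 min at room temperature, then incubated with compound for 15 min. After 400 uM selenite was added, NADPH fluorescence (Ex 340/Em 450 nm) was followed for 8 min.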
* hit, by the source's call; ? = inconclusive; / = no result given; & = joins results of further samples; [ ] = remark or other dose. Unless noted, calls follow the shape of the dose curve; as a rule, active = well fitted curve in the direction sought with a large enough effect; inconclusive = small, poorly fitted or top-dose-only effect, or another doubt; inactive = no such curve, though single readings can be large; an effect the other way counts as inactive or inconclusive. This is a subset; the hit share may differ from the screen's.

SMILES	RGS4 inhibitor	TrxR1 substrate	Vif-APOBEC3G blk	Vif-APOBEC3F blk	LDHA block	mIDH1 inhibitor	Glioma ERSR ind	USP1-UAF1 inh	TrxR1 inh
COc1ccccc1N1C(=NC(=O)COc2ccccc2)SC2CS(=O)(=O)CC21 (stereo not given)	3%	6%	-1%	-19%	-2	-3%	0%	-22%	17%
COc1ccccc1CNC(=O)CN1C(=O)COc2ccc(S(=O)(=O)N3CCCCC3)cc21	0%&-11%	-10%&4%	2%&0%	-4%&-3%	-2&1	-9%&12%	-4%&-3%	-11%&-6%	-7%&15%
O=C(c1ccc2c(c1)N(Cc1cccc(Cl)c1)C(=O)c1ccccc1S2(=O)=O)N1CCc2ccccc21	23%	-9%[57.1 µM]	2%	-10%	-5	0%	-3%	2%	13%[57.1 µM]
CC(OC(=O)c1ccc(NC(=O)CC#N)cc1)C(=O)NC(=O)NC1CCCCC1 (stereo not given)	13%	3%	-4%	-10%	-5	-2%	-3%	-19%	18%
COCCN1CCn2c(nc3cc(NC(C)=O)ccc32)C1	-36%	31%	-7%	-13%	0	16%	4%	-6%	?
O=C1CSC(c2ccccc2F)N1c1ccccc1 (stereo not given)	-12%	8%	0%	-11%	1	0%	0%	-10%	18%
Cc1cc(C)c(S(=O)(=O)NCc2ccncc2)c(C)c1	-11%	12%[57.1 µM]	0%	8%	-1	3%	0%	-19%	9%[57.1 µM]
CCc1ccc(S(=O)(=O)c2cn(C)c3cc(N4CCCCC4C)c(F)cc3c2=O)cc1 (stereo not given)	-22%	37%[activator]	3%	1%	-7	-9%	-4%	-7%	25%
CCOC(=O)C1=NN(c2ccccc2)C2(S1)SC(C(C)=O)=C(C)N2c1ccccc1 (stereo not given)	-28%	0%	0%	/	-2	-5%	-1%	-18%	7%
Cc1ccccc1Cn1ccc(NC(=O)c2onc(C)c2Cl)n1	7%	-1%	-3%	-2%	-3	-5%	3%	-24%	22%
O=C(N/N=C/c1cc(Br)cs1)c1ccccc1[N+](=O)[O-]	-5%	-2%	-23%	-6%	-7	6%	-3%	-9%	-9%
CCOc1ccc(-c2n[nH]c(C)c2Oc2ccccc2OC)c(O)c1	-5%	-4%	-8%	-17%	6	1%	-3%	-15%	1%
COc1ccc(-c2[nH]c3ccccc3c2SCCNC(=O)c2cc(OC)c(OC)c(OC)c2)cc1	15%	15%	1%	5%	-4	-8%	-4%	-14%	22%
CCCCC1C(=O)N(c2ccccc2)N(c2ccc(O)cc2)C1=O (stereo not given)	-107%	6%	?	-1%	-5	-7%	-10%&-12%	?	7.9µM*
CN(C(=O)CSc1nc2ncccc2o1)c1ccc(F)cc1	-10%	5%[57.1 µM]	2%	2%	1	0%	-1%	-12%	11%[57.1 µM]
CCC(C)[C@H](NC(=O)N1CC(=O)Nc2ccccc21)C(=O)N[C@@H](C(=O)O)c1ccccc1 (stereo not given in full)	12%[11.4 µM]	4%	1%	-12%	-2	-8%	-5%	-8%	11%
COc1cccc(C(c2sc3nc(-c4ccco4)nn3c2O)N2CCN(c3ccccc3F)CC2)c1 (stereo not given)	-9%	0%[57.1 µM]	5%	7%	-4	-12%	-3%	0%	10%[57.1 µM]
COC(=O)c1c(NC(=O)C(C)(C)C)sc2c1CCN(Cc1ccccc1)C2	-4%	8%[57.1 µM]	0%	0%	-4	-2%	-1%	-14%	4%[57.1 µM]
COc1cc(/C=C/C(=O)OCC(=O)Nc2ccc3c(c2)OCCO3)ccc1O	-16%	15%	?	-12%	-3	7%	-3%	-7%	12%[57.1 µM]
CCN1C(=O)[C@H]2[C@@H](c3ccc(OC)cc3)N[C@]3(CCCN(CC4CCCCC4)C3=O)[C@H]2C1=O	/	/	0%	0%	3	1%	-1%	?	/
CCOC(=O)C1(CCOc2ccccc2)CCN(CC(O)CO)CC1 (stereo not given)	12%	3%[11.4 µM]	6%	3%	-4	0%	-1%	-14%	13%
CC(=O)Nc1ccc(OCC(O)CN2CCN(c3ccc(F)cc3)CC2)cc1 (stereo not given)	12%	-4%	0%	-5%	-5	1%	-1%	2%	-16%
O=C(NC1CCCC1)C1CCN(S(=O)(=O)c2cccc3cccnc23)CC1	-6%	2%	0%	2%	-7	-2%	-4%	-19%	4%
CN(C(=O)CSc1nncn2c1cc1occc12)c1ccccc1	1%	-1%	-3%	7%	-5	18%	-5%	-18%	-4%

The final 2 entries of the part above come first, to join the parts:
SMILES	RGS4 inhibitor	TrxR1 substrate	Vif-APOBEC3G blk	Vif-APOBEC3F blk	LDHA block	mIDH1 inhibitor	Glioma ERSR ind	USP1-UAF1 inh	TrxR1 inh
O=C(NC1CCCC1)C1CCN(S(=O)(=O)c2cccc3cccnc23)CC1	-6%	2%	0%	2%	-7	-2%	-4%	-19%	4%
CN(C(=O)CSc1nncn2c1cc1occc12)c1ccccc1	1%	-1%	-3%	7%	-5	18%	-5%	-18%	-4%
Cc1nc(C)c(-c2csc(Nc3ccc(O)cc3C)n2)s1	-23%[56.9 µM]	-10%	-9%	-29%	7	0%	3%	-12%	?
CC1CC(C)CN(C(=O)CCNC(=O)Cn2ccc3ccccc3c2=O)C1 (stereo not given)	12%	10%	1%	7%	-1	-6%	0%	-16%	30%
Nc1ncnc(Sc2ncccn2)c1[N+](=O)[O-]	-33%	-1%	?	4%	-2	4%	-13%	-8%	1.4µM*
COc1ccc(S[C@@H](CCN2CC[C@H](NC(=O)OCc3ccccc3)CCC2=O)c2ccccc2)cc1	8%	7%&0%	-6%&2%	-9%	7	11%	-3%&3%	?	36%&23%
Cc1cc(=O)n2nc(N3CCCC(C(=O)N4CCc5ccccc54)C3)sc2n1 (stereo not given)	-4%	-3%	-5%	-3%	-7	-4%	-3%	1%	-1%
COc1cccc(C(=O)NC2CC(C)(C)NC(C)(C)C2)c1OC	-3%[56.9 µM]	3%	3%	3%	-18	-3%	-4%	-21%	20%
O=C(CCCc1ccccc1)NC1CC(=O)N(c2cccc(F)c2)C1 (stereo not given)	-20%	2%[57.1 µM]	/	/	-2	/	/	2%	4%[57.1 µM]
COc1ccccc1CC(=O)N1CCN(c2ccccc2F)CC1	-29%	6%	9%	-1%	1	17%	-6%	-16%	14%
Cc1[nH]c2ccccc2c1C(=O)COC(=O)c1ccccc1SCC(=O)N1CCCC1	/	-8%[0.0914 µM]	1%	/	-1	/	-4%	/	-14%
CC(C)(C)NC(=O)CN(c1cccc([N+](=O)[O-])c1)S(=O)(=O)c1ccccc1	-9%	0%[57.1 µM]	-10%	?	0	2%	2%	-5%	0%[57.1 µM]
Cc1nn(Cc2ccccc2)c(C)c1C(=O)NCC(c1cccs1)N1CCOCC1 (stereo not given)	-2%	0%	-2%	-7%	-5	0%	2%	-17%	11%
Cc1ccc(S(=O)(=O)N2CCOCC2)cc1NC(=O)COC(=O)c1cnccn1	10%	-1%	0%	3%	0	-4%	-8%	-8%	4%
CC(=O)Oc1ccc(C(=O)Nc2ccc3c(c2)OCCO3)cc1	8%	-9%	3%	1%	2	6%	-11%	-8%	12%[57.1 µM]
COc1ccc(Cn2ccc3nc(C)c(C(=O)N4CCN(c5ccccc5OC)CC4)cc3c2=O)cc1	7%	11%[57.1 µM]	0%	1%	-3	-13%	-3%	-13%	29%[57.1 µM]
CC(C)NS(=O)(=O)c1ccc(CCC(=O)NCc2cccnc2)cc1	32%	-3%	1%	0%	-11	17%	-4%	-14%	-11%
Cc1n[nH]c(C)c1Cc1ccc(C(=O)O)cc1	-6%	11%	0%	-1%	-8	4%	-1%	-19%	19%
Cc1ccc(NC(=O)COC(=O)C(NS(=O)(=O)c2ccc(Cl)cc2)C(C)O)c(Br)c1 (stereo not given)	2%	-5%	-2%	-1%	-14	8%	-5%	-10%	-2%
COC(=O)c1ccc(Nc2nc(-c3ccncc3)nc3ccccc23)cc1	-35%	2%	0%	0%	-12&8	-9%	-6%	-23%	9%
COCCN(C(=S)Nc1c(C)cccc1C)C(C)c1ccco1 (stereo not given)	0%[56.9 µM]	7%[57.1 µM]	0%	-4%	-1	3%	-7%	-26%	16%[57.1 µM]
c1ccc(CCCNCC2COc3ccccc3O2)cc1 (stereo not given)	-3%	1%	-6%	15%	-3	-1%	-1%	-26%	?
CCN(CC)S(=O)(=O)c1ccc2c(c1)N(CC(=O)NCC(C)c1ccccc1)C(=O)CO2 (stereo not given)	-45%	4%	/	/	-1	/	/	-24%	22%
Cc1ccc(S(=O)(=O)NNC(=O)c2cc([N+](=O)[O-])c(C)c([N+](=O)[O-])c2)cc1	-1%	-6%	2%	9%	3	-8%	-4%	-2%	15%[57.1 µM]
